AT treatment = qHTS Assay for Identifying a Potential Treatment of Ataxia-Telangiectasia; AID 485349, 2010; […] A-T fibroblasts, KAP-1 phosphorylation AlphaLISA; neocarzinostatin DNA damage 30 min before lysis; Potency, µM (top dose mostly 57.5 µM), for the others: at the top dose activation, usual class: activators; actives 0.19% (n = 320,000); note: potency is the fitted concentration of half-maximal effect; % of control where 0% means no effect; nearly all actives have a fitted effect of over 45% in size
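ATM-like activity read as KAP-1 phosphorylation via AlphaLISA donor/acceptor antibody pairs after lysis and 6 hr at 25C. Cells were ATM-null patient fibroblasts ([…], hTERT), dosed 60 min, then exposed to the DSB inducer NCS for 30 min.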
S-ASM inh = Inhibitors of Secretory Acid Sphingomyelinase (S-ASM): qHTS | placental ASM, HMU-PC fluorogenic substrate, 60 min | Potency, µM (doses to about 57.5 µM), for the others: at the highest dose activity change, negative = inhibition, usual class: inhibitors | actives 0.006% (n = 340,000); note: potency is the fitted concentration of half-maximal effect
Target sequence (P17405 47-631 limits assumed): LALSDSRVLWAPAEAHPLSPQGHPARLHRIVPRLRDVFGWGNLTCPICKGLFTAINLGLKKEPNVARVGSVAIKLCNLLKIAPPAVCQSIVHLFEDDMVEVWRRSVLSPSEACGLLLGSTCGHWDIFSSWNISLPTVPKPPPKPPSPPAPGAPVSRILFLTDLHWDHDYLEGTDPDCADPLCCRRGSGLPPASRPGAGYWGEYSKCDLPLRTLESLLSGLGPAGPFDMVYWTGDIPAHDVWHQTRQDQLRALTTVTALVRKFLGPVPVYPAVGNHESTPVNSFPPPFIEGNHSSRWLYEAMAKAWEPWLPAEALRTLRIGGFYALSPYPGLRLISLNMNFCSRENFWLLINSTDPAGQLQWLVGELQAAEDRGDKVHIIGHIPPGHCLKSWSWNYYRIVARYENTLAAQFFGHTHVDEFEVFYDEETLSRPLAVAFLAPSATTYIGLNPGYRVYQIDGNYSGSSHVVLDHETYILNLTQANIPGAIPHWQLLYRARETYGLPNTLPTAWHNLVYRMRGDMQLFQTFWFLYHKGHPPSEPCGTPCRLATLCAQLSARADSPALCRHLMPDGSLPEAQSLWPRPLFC
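Steps: dispense placental human ASM, pin compound, wait 10 min at room temperature, add HMU-PC0 substrate at 9 uM final, incubate 60 min at 37 °C, add stop solution raising pH to 10, read fluorescence.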
Mito fusion yeast = qHTS Assay for Small Molecule Inhibitors of Mitochondrial Division or Activators of Mitochondrial Fusion; S. cerevisiae fusion-defective mutant growth rescue, CellTiterGlo 48 h; Potency, µM (doses to about 46.1 µM), without a hit: top-dose growth rescue (activation), usual class: activators; actives 0.23% (n = 320,000);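 note: potency is the fitted concentration of half-maximal effect; % of control where 0% means no effect; nearly all actives have a fitted effect of over 45% in size; temperature-sensitive fusion mutants such as fzo1-1 at 37 °C on non-fermentable ethanol glycerol medium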
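S. cerevisiae fusion-defective temperature-sensitive mutants (e.g. fzo1-1, mgm1-5) grown 48 h at 37C in YPEG (ethanol/glycerol non-fermentable) medium with 23 nl compound per well; growth rescue read as CellTiterGlo luminescence.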
Menin MLL FP TR = qHTS Assay for Inhibitors Targeting the Menin-MLL Interaction in MLL Related Leukemias: Competition With Texas Red Labeled MLL-derived Mutant Peptide; Potency, µM (titrated, usually from 61.6 µM), without a hit: top-dose FP activity change, negative = inhibition, actives largely listed as inhibitors; actives 0.23% (n = 270,000); O00255; Menin + Texas Red MLL mutant peptide, fluorescence polarization; active = well fitted inhibition curve with a large enough effect in the polarisation, with a control signal flat, not every such curve was filed as active; inconclusive = small, poorly fitted or top-dose-only effect, or effect the other way, or a change in a side signal; inactive = no such curve, though single readings can be large or run the other way; the % refers to the polarisation; note: potency is the fitted concentration of half-maximal effect; % of control where 0% means no effect; many of its hits are not listed in these tables
TSHR antag = Antagonists of the Thyroid Stimulating Hormone Receptor: HTS campaign. TSHR-expressing cells, TSH-stimulated cAMP HTRF, 2 h; hits give low values. AID 504810, 2011. activity change, negative = inhibition, % at 11.5 µM. actives 0.2% (n = 330,000);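 active = activity change below a set negative limit, meaning inhibition stronger than a set level, cut at about -70% in these data; inconclusive = activity change between two set negative limits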; note: % is set by controls: 0 for no effect and ±100 for the full control effect
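Read-out is FRET at 665 nm (cryptate excitation 337 nm) from a cryptate-tagged anti-cAMP antibody, competed by cell cAMP against cAMP-d2. Compounds are tested on freshly harvested TSHR cells challenged with 4nM TSH (EC80) for 2 hours at 37 deg C.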
MBNL1-CUG inh = qHTS Assay for Inhibitors of MBNL1-poly(CUG) RNA binding. Potency, µM (series often up to 57.5 µM), inactives show at the highest dose activity change, negative = inhibition, usual class: inhibitors. actives 0.036% (n = 280,000). Muscleblind-like protein 1 (Homo sapiens), Q9NR56. AID 2675, 2010. TR-FRET MBNL1-His/biotin-(CUG)12 binding, 665/545 ratio; active = well fitted inhibition curve with a large enough effect in the signal ratio, with a control signal flat, not every such curve was filed as active; inconclusive = small, poorly fitted or top-dose-only effect, or effect the other way, or a change in a side signal; inactive = no such curve, though single readings can be large or run the other way; the % refers to the signal ratio; note: potency is the fitted concentration of half-maximal effect; % is set by controls: 0 for no effect and ±100 for the full control effect
Target sequence (Q9NR56 whole entry, looked up): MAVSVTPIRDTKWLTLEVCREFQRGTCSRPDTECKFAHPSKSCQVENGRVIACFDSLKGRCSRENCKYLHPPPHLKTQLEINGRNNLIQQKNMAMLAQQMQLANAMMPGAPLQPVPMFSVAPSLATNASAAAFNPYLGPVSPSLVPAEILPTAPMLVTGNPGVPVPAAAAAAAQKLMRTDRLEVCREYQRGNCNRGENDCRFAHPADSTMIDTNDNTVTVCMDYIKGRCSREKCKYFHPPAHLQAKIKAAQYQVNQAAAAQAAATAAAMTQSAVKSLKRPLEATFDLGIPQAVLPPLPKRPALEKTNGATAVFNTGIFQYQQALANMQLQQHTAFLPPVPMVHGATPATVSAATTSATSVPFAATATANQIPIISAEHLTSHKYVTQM
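MBNL1-His + Biotin-(CUG)12, cpd titration 92 nM–58 uM; Tb anti-His Ab 0.055 ng/ul, SA-XL665 5 nM (final); 60 min RT; ratiometric 665/545 nm, Ex 340 nm; normalized to buffer and full-complex controls.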
Integrin act MD = qHTS for Activators of Integrin-Mediated Alleviation for Muscular Dystrophy; Potency, µM (doses to about 38.3 µM), inactives show at the highest dose activation, actives largely listed as activators; actives 0.064% (n = 350,000); alpha7betagal myoblasts, beta-gal FDG fluorescence, 48 h;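 note: potency is the fitted concentration of half-maximal effect; 100% = response of the positive control SU9516; nearly all actives have a fitted effect of over 60% in size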
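alpha7betagal+/- myoblasts (passage 13, 250/well) treated 48 h at 37C with compounds at 1:260 dilution of DMSO stock. Lysed, then beta-galactosidase activity read as FDG fluorescence (ex 480/em 540) after 30 min, with pre-read for autofluorescence.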
TCR activator = Activators of T cell receptors: qHTS campaign. primary human leukocytes, anti-CD3, IL-2 HTRF, 48 h. Potency, µM (doses to about 9.22 µM), for inactives: at the top dose activation of IL-2 secretion, most hits filed as activators. 330,000 tested, under 10 active. AID 504894, 2011; note: % of control where 0% means no effect
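Using a-CD3 beads without co-stimulation, primary human leukocytes were exposed to compounds for 48 hr. An HTRF IL-2 kit measured the cytokine, with europium-to-d2 energy transfer producing emission at 665nm upon 320nm excitation.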
TSG101-PTAP inh = qHTS Assay for Iinhibitors of HIV-1 Budding by Blocking the Interaction of PTAP/TSG101 | 340,000 tested, under 10 active | Potency, µM (titrated, usually from 115 µM), for inactives: top-dose activity change, negative = inhibition, most hits filed as inhibitors | Tumor susceptibility gene 101 protein (Homo sapiens), Q99816 | Fluorescence polarization, FITC-PTAP peptide / Tsg101 binding; active = well fitted inhibition curve with a large enough effect in the main read-out, with a control signal flat, not every such curve was filed as active; inconclusive = small, poorly fitted or top-dose-only effect, or effect the other way, or a change in a side signal; inactive = no such curve, though single readings can be large or run the other way; note: potency is the fitted concentration of half-maximal effect; % of control where 0% means no effect
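FP read-out: FITC-PTAP peptide, 50 nM final, binding Tsg101 binding domain, 10 uM final; 20 min, r.t.; 10 mM HEPES pH 7.5, 0.15 M NaCl, 0.01% Tween 20, 3 mM EDTA, 0.1 mM TCEP.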
CXXC DNA block = qHTS Fluorescence Polarization Assay for Inhibitors of MLL CXXC domain - DNA interaction; AID 2662, 2010; actives 0.037% (n = 290,000); Potency, µM (series often up to 115 µM), for inactives: top-dose activity change, negative = inhibition, usual class: inhibitors; MLL-CXXC / FITC-HOXA9 DNA fluorescence polarization; Histone-lysine N-methyltransferase 2A (Homo sapiens), Q03164; active = well fitted inhibition curve with a large enough effect in the polarisation, with a control signal flat, not every such curve was filed as active; inconclusive = small, poorly fitted or top-dose-only effect, or effect the other way, or a change in a side signal; inactive = no such curve, though single readings can be large or run the other way; the % refers to the polarisation; note: potency is the fitted concentration of half-maximal effect
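Fluorescence polarization: 7 uM MLL-CXXC (stock) preincubated 5 min with compounds, then 50 nM fluorescein-HOX-A9 DNA (stock) added; 30 min ambient. Buffer 50 mM Tris-HCl pH 7.5, 50 mM NaCl, 1 mM DTT, 0.05% BSA.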
The depositor's hits bear a star; [ ] = another dose, or the depositor's remark. Unless noted, calls come from the whole dose curve; as a rule, active = well fitted curve in the direction sought with a large enough effect; inconclusive = small, poorly fitted or top-dose-only effect, or another doubt; inactive = no such curve, though single readings can be large; an effect the other way counts as inactive or inconclusive.

`c1csc(CSc2nc3ccccc3s2)c1` gave AT treatment 12%, S-ASM inh -2%, Mito fusion yeast 8%, Menin MLL FP TR 8%, TSHR antag -13, MBNL1-CUG inh 0%, Integrin act MD 18%, TSG101-PTAP inh -3% and CXXC DNA block -2%.
`CN1CCN(C2=C(Cl)C(=O)N(c3cccc(Cl)c3)C2=O)CC1` gave AT treatment -1%, S-ASM inh 3%, Mito fusion yeast 0%, Menin MLL FP TR 0%, TSHR antag -3, MBNL1-CUG inh 7%, Integrin act MD -9%, TSG101-PTAP inh -7% and CXXC DNA block 15%.
CC(C)(C)c1ccc(C(=O)NNC(=O)c2cccc(Br)c2)cc1 was read as AT treatment -4%, S-ASM inh 0%, Mito fusion yeast 3%, Menin MLL FP TR inconclusive, TSHR antag -15, MBNL1-CUG inh -6%, Integrin act MD -6%[7.66 µM], TSG101-PTAP inh -2% and CXXC DNA block inconclusive.
For NC(=O)c1nsc(C(=O)N(c2ccc(F)cc2)C(C(=O)NCC2CCCO2)c2c[nH]c3ccccc23)c1N (configuration not stated) the results were AT treatment 6%, S-ASM inh 169%[activator], Mito fusion yeast 4%, Menin MLL FP TR -8%, TSHR antag 12, MBNL1-CUG inh inconclusive, Integrin act MD -36%, TCR activator 0%, TSG101-PTAP inh -3% and CXXC DNA block 5%.
`Cn1nc(NC(=O)CC(C)(C)CC(=O)O)c2ccccc21` gave AT treatment 2%, S-ASM inh -2%, Mito fusion yeast 0%, TSHR antag 2, MBNL1-CUG inh -2%, Integrin act MD 28%, TCR activator 12%, TSG101-PTAP inh -1% and CXXC DNA block -14%.
For CCCCN(C(=O)c1cccc(S(=O)(=O)N(CC)c2ccccc2)c1)c1c(N)n(CCCC)c(=O)[nH]c1=O the results were S-ASM inh -3%, Integrin act MD 29%, TCR activator 7% and TSG101-PTAP inh -4%.
For CCNC(=O)CP(=O)(c1ccccc1)c1ccccc1 the results were AT treatment 10%, S-ASM inh 0%, Mito fusion yeast 4%, Menin MLL FP TR -5%, TSHR antag 1, MBNL1-CUG inh -13%, Integrin act MD 0%, TCR activator 9%, TSG101-PTAP inh -4% and CXXC DNA block -2%.
`CCC(=O)Nc1cccc(-c2cc3ccccc3oc2=O)c1` gave AT treatment -4%, S-ASM inh -1%, Mito fusion yeast 8%, Menin MLL FP TR 3%, TSHR antag 1, MBNL1-CUG inh inconclusive, Integrin act MD -13%, TSG101-PTAP inh -2% and CXXC DNA block -4%.
For NC(=O)c1nsc(C(=O)N(CC(=O)NCc2ccc3c(c2)OCO3)C2CCCC2)c1N the results were AT treatment 5%, S-ASM inh 72%[activator], Mito fusion yeast 9%, Menin MLL FP TR -17%, TSHR antag 40, MBNL1-CUG inh inconclusive, Integrin act MD 37%, TCR activator -2%, TSG101-PTAP inh -2% and CXXC DNA block -3%.
`Cc1c(NS(=O)(=O)c2cccc(C(=O)NCc3ccccc3Cl)c2)c(=O)n(-c2ccccc2)n1C` gave AT treatment 25%, S-ASM inh 2%, Mito fusion yeast 2%, TSHR antag -5, Integrin act MD 11%, TCR activator 2% and TSG101-PTAP inh -2%.
For O=C(c1cc(F)c(F)cc1Cl)N1CCCCC1 the results were AT treatment 5%, S-ASM inh -7%, Mito fusion yeast 0%, Menin MLL FP TR -3%, TSHR antag 4, MBNL1-CUG inh -5%, Integrin act MD 6%, TCR activator -5%, TSG101-PTAP inh -1% and CXXC DNA block -4%.
Screening COc1cccc(OC)c1C(=O)Nc1ccc2c(c1)N(S(=O)(=O)c1cccs1)CCC2 returned AT treatment -3%, S-ASM inh -1%, Mito fusion yeast 4%, Menin MLL FP TR 1%, TSHR antag -112*, MBNL1-CUG inh 2%, Integrin act MD 12%, TCR activator 6%, TSG101-PTAP inh -2% and CXXC DNA block 19%.
`CCOc1ccc(CCN2C(=S)N([C@@H](CC(C)C)CN3CCCC3CN3C(=S)NC[C@@H]3Cc3ccc(O)cc3)C[C@@H]2Cc2ccc(O)cc2)cc1` (some centres not stated) gave S-ASM inh inconclusive, Integrin act MD -43%, TCR activator 11% and TSG101-PTAP inh -4%.
COC(=O)NN=C1CCC(c2ccccc2)CC1 (configuration not stated) was read as AT treatment 9%, S-ASM inh -5%, Mito fusion yeast 0%, TSHR antag -17, MBNL1-CUG inh 1%, Integrin act MD 8%, TCR activator 0%, TSG101-PTAP inh 2% and CXXC DNA block 9%.
Screening COc1cccc(CC2CC(=O)N(c3ccc4c(C)cc(=O)oc4c3)C2=O)c1 (configuration not stated) returned AT treatment 1%, S-ASM inh 1%, Mito fusion yeast -6%, Menin MLL FP TR 5%, TSHR antag -27, MBNL1-CUG inh -4%, Integrin act MD -10%, TCR activator 5%, TSG101-PTAP inh 2% and CXXC DNA block 3%.
Screening CCN(Cc1ccccc1)C(=O)C1CCN(S(=O)(=O)c2ccc3c(c2)OCCO3)CC1 returned AT treatment 4%, S-ASM inh 2%, Mito fusion yeast 1%, TSHR antag 2, MBNL1-CUG inh 4%, Integrin act MD -13%, TCR activator 2%, TSG101-PTAP inh -4% and CXXC DNA block -6%.
For CCOc1ccccc1NC(=O)c1ccc2nccnc2c1 the results were AT treatment -1%, S-ASM inh 0%, Mito fusion yeast 1%, Menin MLL FP TR 3%, TSHR antag 1, MBNL1-CUG inh inconclusive, Integrin act MD 12%, TCR activator -6%, TSG101-PTAP inh -6% and CXXC DNA block 4%.
`O=C(N/N=C/c1cc([N+](=O)[O-])cc([N+](=O)[O-])c1O)/C(=C\c1cccs1)NC(=O)c1ccccc1` gave AT treatment -12%, S-ASM inh -10%, Mito fusion yeast -1%, Menin MLL FP TR inconclusive, TSHR antag -14, MBNL1-CUG inh -17%, Integrin act MD 32%, TCR activator 0%[46.1 µM], TSG101-PTAP inh -4% and CXXC DNA block 16%.
`Nc1scc2c(C(=O)O)nn(-c3ccccc3)c(=O)c12` gave AT treatment -9%, S-ASM inh -3%, Mito fusion yeast -3%, TSHR antag 9, TCR activator 3% and TSG101-PTAP inh -5%.
For Cn1c2ccccc2c(=O)c2ccc(C#CC3(O)CCCCC3)cc21 the results were AT treatment 33%, S-ASM inh inactive, Mito fusion yeast 8%, Menin MLL FP TR -2%, TSHR antag -13, MBNL1-CUG inh inconclusive, Integrin act MD -33%, TCR activator -7%, TSG101-PTAP inh 0% and CXXC DNA block 1%.
`COc1cccc(OCc2cc(C(=O)N3CCN(C(=O)c4ccco4)CC3)no2)c1` gave AT treatment 2%, S-ASM inh 0%, Mito fusion yeast -5%, Menin MLL FP TR -6%, TSHR antag 2, MBNL1-CUG inh -5%, Integrin act MD -32%, TCR activator 0%, TSG101-PTAP inh -6% and CXXC DNA block -16%.
`Clc1ccc(-c2cnc3n2CCCCC3)cc1` gave AT treatment -3%, S-ASM inh 3%, Mito fusion yeast 2%, Menin MLL FP TR -13%, TSHR antag -7, MBNL1-CUG inh -2%, Integrin act MD inconclusive, TCR activator 2%, TSG101-PTAP inh -4% and CXXC DNA block 5%.
CSc1ccccc1NC(=O)Nc1ccccc1 was read as AT treatment 10%, S-ASM inh -1%, Mito fusion yeast 3%, Menin MLL FP TR 45%[activator], TSHR antag 4, MBNL1-CUG inh -1%, Integrin act MD -8% and CXXC DNA block 10%.
COc1ccc(CCC(=O)N2CC(C)OC(C)C2)cc1 (configuration not stated) was read as AT treatment 7%, S-ASM inh 0%, Mito fusion yeast -2%, Menin MLL FP TR -7%, TSHR antag 0, MBNL1-CUG inh -3%, Integrin act MD -2% and CXXC DNA block 19%.
Screening Cc1cccc(N=[N+]([O-])c2cccc(C)n2)n1 returned AT treatment 2%[11.5 µM], S-ASM inh 3%, TSHR antag -13, Integrin act MD -15%, TCR activator 1%[46.1 µM] and TSG101-PTAP inh -3%.

From PubChem BioAssay

The list is partial. The share of hits here may be higher or lower than overall.
